# HKDC1 inhibitor = HKDC1 hexokinase inhibitors, primary screen, biochemical, fluorescence, uHTS | recombinant HKDC1, G6PDH/diaphorase resazurin coupled fluorescence | 340,000 compounds, 0.16% hits | Q2TB90 | inhibition, % at 20 µM | AID 493160, 2011;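 active = inhibition above about 35% when tested at 20 µM, limit read from the data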;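 note: plate controls were DMSO wells with enzyme for no effect and DMSO wells lacking enzyme for full effect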
# Target sequence (Q2TB90 whole entry, looked up): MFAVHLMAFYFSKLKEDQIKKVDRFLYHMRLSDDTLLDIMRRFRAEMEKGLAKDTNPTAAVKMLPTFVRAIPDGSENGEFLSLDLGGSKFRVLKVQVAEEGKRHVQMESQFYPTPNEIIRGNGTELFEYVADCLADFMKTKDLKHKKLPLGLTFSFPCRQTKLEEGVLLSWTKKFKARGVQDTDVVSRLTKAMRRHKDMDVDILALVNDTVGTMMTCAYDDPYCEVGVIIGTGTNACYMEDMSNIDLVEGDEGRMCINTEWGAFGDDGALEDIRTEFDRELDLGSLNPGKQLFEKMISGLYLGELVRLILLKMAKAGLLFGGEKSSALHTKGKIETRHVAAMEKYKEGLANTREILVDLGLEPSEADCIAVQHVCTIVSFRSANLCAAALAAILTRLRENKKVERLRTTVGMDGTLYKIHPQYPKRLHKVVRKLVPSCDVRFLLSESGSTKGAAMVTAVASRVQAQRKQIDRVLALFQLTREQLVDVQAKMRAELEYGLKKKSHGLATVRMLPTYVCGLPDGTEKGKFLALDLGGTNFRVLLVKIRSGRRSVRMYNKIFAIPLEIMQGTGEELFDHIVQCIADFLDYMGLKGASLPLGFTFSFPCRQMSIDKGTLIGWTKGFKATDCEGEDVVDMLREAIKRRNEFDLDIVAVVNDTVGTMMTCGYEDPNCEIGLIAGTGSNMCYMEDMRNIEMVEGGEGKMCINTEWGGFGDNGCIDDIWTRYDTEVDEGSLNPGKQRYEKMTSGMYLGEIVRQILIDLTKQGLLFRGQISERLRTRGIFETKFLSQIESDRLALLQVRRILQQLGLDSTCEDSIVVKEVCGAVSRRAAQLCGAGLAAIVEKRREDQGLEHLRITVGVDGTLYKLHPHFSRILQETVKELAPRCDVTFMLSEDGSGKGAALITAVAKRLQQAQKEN
#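 Assay system: in-house recombinant HK5 (HKDC1) enzyme. Input: HKDC1 at 5 µg/mL. Medium: Tris pH 8.0 buffer with MgCl2, Tween-20, BSA, BME. Dosing: single 20 µM dose. Schedule: 90 min reaction incubation at room temperature, dark. Signal: resazurin-to-resorufin fluorescence via G6PDH and diaphorase coupling, 525/613 nm. Controls: DMSO-enzyme wells negative, buffer-substituted wells positive.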
# SENP7 block = SENP7 protease inhibitors, primary screen, biochemical, luminescence, uHTS; Sentrin-specific protease 7 (Homo sapiens), Q9BQF6; recombinant SENP7, Z-RLRGG-aminoluciferin luminescence, 40 min; inhibition, % at 5 µM; 330,000 compounds, 1.5% hits; AID 434973, 2010;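 active = inhibition above about 50% at the single test dose, limit read from the data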;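 note: plate controls were DMSO with enzyme for no effect and no enzyme buffer wells for full effect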
# PfGluPho inh = PfG6PD enzyme inhibitors, primary screen, biochemical, fluorescence intensity, uHTS. inhibition, % at 20 µM. 350,000 compounds, 0.78% hits. glucose-6-phosphate dehydrogenase-6-phosphogluconolactonase (Plasmodium falciparum 3D7). PfGluPho enzyme, NADPH resazurin-diaphorase fluorescence;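 active = inhibition reaching at least a set limit at 20 µM in the primary screen, cut at about 59% in these data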;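 note: 0% = DMSO wells with substrate and 100% = DMSO wells lacking glucose-6-phosphate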
# MPTP inh = mitochondrial permeability transition pore inhibitors, primary screen, biochemical, isolated mouse mitochondria, absorbance; Ca2+ swelling absorbance, 30 min; AID 602449, 2012; inhibition, % at 10 µM; 360,000 compounds, 1.4% hits;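 active = inhibition of 50% or more, scaled per plate between neutral and stimulator controls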;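 note: 0% = DMSO wells given calcium and 100% = 1 mM EGTA wells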
# SENP8 block = human SENP8 protease inhibitors, primary screen, biochemical, fluorescence, Nedd8 protein substrate, uHTS; Sentrin-specific protease 8 (Homo sapiens), Q96LD8; inhibition, % at 20 µM; recombinant SENP8; 360,000 compounds, 0.64% hits; in the data active = inhibition mostly above about 40%, no sharp cut-off; inactive = mostly below about 27%
# SENP6 inh = SENP6 protease inhibitors, primary screen, biochemical, luminescence, uHTS. 330,000 compounds, 1.8% hits. Sentrin-specific protease 6 (Homo sapiens), Q9GZR1. Recombinant SENP6 catalytic domain, aminoluciferin luminescence. inhibition, % at 10 µM;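 active = inhibition above about 50% at the single tested dose, limit read from the data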;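 note: plate controls were DMSO wells with enzyme for no effect and DMSO wells lacking enzyme for full effect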
# NR3A LBD binder = binders of NR3A ligand-binding domain, primary screen, biophysical, differential scanning fluorimetry, uHTS; 340,000 compounds, 2.5% hits; AID 1259313, 2017; NR3A LBD differential scanning fluorimetry, Tm shift; 0% = protein alone, 100% = glycine-bound protein; Tm shift relative to glycine control, % at 25 µM; Glutamate receptor ionotropic, NMDA 3A (GRIN3A) ligand-binding domain;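 active = melting temperature shift of at least 10% of the positive control shift, at one fixed dose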
# ATG4B inh = ATG4B protease inhibitors, primary screen, biochemical, fluorescence, uHTS. ATG4B cleavage of LC3-PLA2, NBD-HPC fluorescence, 1 h. 340,000 compounds, 0.51% hits. Cysteine protease ATG4B (Homo sapiens), Q9Y4P1. inhibition, % at 8.33 µM; in the data active = inhibition above about 40%
# * hit, by the source's call; . = not tested or not shown.
SMILES,HKDC1 inhibitor,SENP7 block,PfGluPho inh,MPTP inh,SENP8 block,SENP6 inh,NR3A LBD binder,ATG4B inh
O=C(c1ccco1)N1CCN(C(=O)c2cc(-c3ccc(F)cc3)no2)CC1,-1,-5,-3,0.6,10,5,-1,-1
CN(C(=O)C1CCCO1)C1CCS(=O)(=O)C1 (stereo unspecified),-9,8,1,-2.6,11,2,14*,-5
O=C(c1ccccc1)C(Cn1cncn1)C(Sc1ccccc1)c1ccccc1 (stereo unspecified),-4,-3,0,1.2,15,-1,0,9
CN(CCc1ccccc1)C(=O)c1ccc(NC(=O)Cc2cccc([N+](=O)[O-])c2)cc1,-5,-13,6,-0.1,13,-9,-14,13
O=C(CNC(=O)c1cccc(Cl)c1)Nc1ccc(F)c(F)c1F,-4,2,1,0.2,10,-21,7,-1
COc1cc(C(=O)Nc2ccc(C(N)=O)cc2)c([N+](=O)[O-])cc1OC,-4,-12,-8,3.0,13,-12,1,6
COc1ccc(CC(=O)N/N=C/c2ccc(Cl)s2)cc1OC,-1,-11,-18,0.0,14,-26,2,0
O=C(Nc1cccc(Cl)c1)C1CCCN(C2=NS(=O)(=O)c3ccccc32)C1 (stereo unspecified),-3,0,2,-0.9,5,-12,-8,-9
C=CCOc1cccc(C2NC(=O)c3ccccc3O2)c1 (stereo unspecified),10,12,4,-0.6,-48,8,-3,4
Cn1cnnc1Sc1ccc(C(=O)OCC(=O)NC2CC2)cc1[N+](=O)[O-],-2,.,-17,0.1,14,.,1,-3
Nc1c([N+](=O)[O-])c(=O)sc2ccccc12,7,4,5,1.8,24,8,2,11
CC1=C(C(=O)c2ccccc2)C(c2ccc(O)cc2)NC(=S)N1 (stereo unspecified),1,1,8,-0.4,29,-30,-1,0
COc1ccc(CN2C(=O)CN=C2Nc2cccc(C)c2C)cc1,3,9,-1,-4.7,26,-15,0,-9
O=C(c1ccc(Cl)nc1)N1CCN(S(=O)(=O)c2ccccc2)CC1,-7,13,11,0.3,16,-10,-1,-6
C#CCOCCOCCOCCNc1nc(N2CCN(C(=O)[C@H](CCCCN)n3cc([C@@H](N)CC(N)=O)nn3)CC2)nc(N2CCN(C(=O)[C@H](CCCCN)n3cc([C@@H](N)CC(N)=O)nn3)CC2)n1,-5,2,-6,-0.1,18,-11,0,9
Cc1cc(N/C(=N\S(=O)(=O)c2ccc(F)cc2F)c2ccccc2)no1,-9,-5,1,1.3,5,14,-1,0
COC(=O)C(NC(=O)C(CC(C)C)NC(=O)C1CCC(C)CC1)C(C)C (stereo unspecified),-4,2,-21,-0.7,18,-1,-2,5
CC(=O)Oc1oc(-c2ccccc2)nc1C=Nc1ccccc1,-1,-6,3,-1.5,13,3,-1,0
N#Cc1ccc(NC(=O)NN2CCCCCC2)cc1,-8,.,13,102*,6,.,7,-18
N#CC(=Cc1ccc(O)cc1)C(N)=C(C#N)C#N,7,8,-20,-0.6,5,-14,-25,1
N#CCCSc1ccccc1NC(=O)c1cc(=O)c2ccccc2o1,-4,10,54,-1.7,13,11,3,-6
OCCCNCc1ccc(-c2ccccc2)cc1,-5,2,1,0.7,14,-8,2,-3
COc1cc(C(=O)N2CCCCCCC2)ccc1OC1CCN(C(C)=O)CC1,-3,9,6,-0.4,4,-8,2,-4
COc1ccccc1CNC(=O)COC(=O)c1cccc(S(=O)(=O)N2CCCCC2)c1,2,-5,-17,-0.6,8,-7,1,0

# 14 entries from above, with tabs:
SMILES	HKDC1 inhibitor	SENP7 block	PfGluPho inh	MPTP inh	SENP8 block	SENP6 inh	NR3A LBD binder	ATG4B inh
Nc1c([N+](=O)[O-])c(=O)sc2ccccc12	7	4	5	1.8	24	8	2	11
CC1=C(C(=O)c2ccccc2)C(c2ccc(O)cc2)NC(=S)N1 (stereo unspecified)	1	1	8	-0.4	29	-30	-1	0
COc1ccc(CN2C(=O)CN=C2Nc2cccc(C)c2C)cc1	3	9	-1	-4.7	26	-15	0	-9
O=C(c1ccc(Cl)nc1)N1CCN(S(=O)(=O)c2ccccc2)CC1	-7	13	11	0.3	16	-10	-1	-6
C#CCOCCOCCOCCNc1nc(N2CCN(C(=O)[C@H](CCCCN)n3cc([C@@H](N)CC(N)=O)nn3)CC2)nc(N2CCN(C(=O)[C@H](CCCCN)n3cc([C@@H](N)CC(N)=O)nn3)CC2)n1	-5	2	-6	-0.1	18	-11	0	9
Cc1cc(N/C(=N\S(=O)(=O)c2ccc(F)cc2F)c2ccccc2)no1	-9	-5	1	1.3	5	14	-1	0
COC(=O)C(NC(=O)C(CC(C)C)NC(=O)C1CCC(C)CC1)C(C)C (stereo unspecified)	-4	2	-21	-0.7	18	-1	-2	5
CC(=O)Oc1oc(-c2ccccc2)nc1C=Nc1ccccc1	-1	-6	3	-1.5	13	3	-1	0
N#Cc1ccc(NC(=O)NN2CCCCCC2)cc1	-8	.	13	102*	6	.	7	-18
N#CC(=Cc1ccc(O)cc1)C(N)=C(C#N)C#N	7	8	-20	-0.6	5	-14	-25	1
N#CCCSc1ccccc1NC(=O)c1cc(=O)c2ccccc2o1	-4	10	54	-1.7	13	11	3	-6
OCCCNCc1ccc(-c2ccccc2)cc1	-5	2	1	0.7	14	-8	2	-3
COc1cc(C(=O)N2CCCCCCC2)ccc1OC1CCN(C(C)=O)CC1	-3	9	6	-0.4	4	-8	2	-4
COc1ccccc1CNC(=O)COC(=O)c1cccc(S(=O)(=O)N2CCCCC2)c1	2	-5	-17	-0.6	8	-7	1	0

# The results go on.
SMILES,HKDC1 inhibitor,SENP7 block,PfGluPho inh,MPTP inh,SENP8 block,SENP6 inh,NR3A LBD binder,ATG4B inh
O=C(Nc1ccc(Br)cc1)c1ccc(CSC2=NCCS2)cc1,-4,1,-19,1.2,9,2,1,0
Oc1ccccc1-c1nnco1,-8,.,-25,-1.5,-89,.,-3,-2
O=C(NCCCN1CCOCC1)C1COc2ccccc2O1 (stereo unspecified),-6,1,-9,-0.5,12,-7,1,-1
O=C(O)c1ccc(OCc2cn3ccccc3n2)cc1,-1,-11,-20,0.0,-12,-3,-2,0
COc1cccc(/C=C(\CC(=O)O)c2nc3ccccc3s2)c1,-6,9,-14,-1.9,-375,3,1,-1
CCOc1ncccc1C(=O)Nc1ccc(C(=O)Nc2ccc(OC)cc2)cc1,-5,-12,-9,1.5,-28,-11,-1,-53
CCOC(=O)c1ccc(Nc2ncnc3ccccc23)cc1,-2,4,30,0.2,-452,-3,0,-12
CCC(C)NC(=S)Nc1ccccc1OC (stereo unspecified),10,2,-8,-2.5,5,-4,-8,2
Cc1cc(NC(=O)CSc2ncc(C(F)(F)F)cc2Cl)no1,-7,12,-7,0.0,2,17,1,3
COCCCC1CCN(C(=O)C2CCC(=O)N(C3CCCC3)C2)CC1 (stereo unspecified),4,15,-8,-0.3,6,1,0,1
C[C@H](CO)N1C[C@H](C)[C@@H](CN(C)S(=O)(=O)c2ccc(F)cc2)Oc2c(NC(=O)Nc3ccc(C(F)(F)F)cc3)cccc2C1=O,-3,-3,34,-2.1,17,-3,20*,-38
CCc1ccc(/C=C2/SC(=S)N(CC(=O)Nc3nc4ccccc4s3)C2=O)cc1,1,9,-20,-0.1,22,3,-27,0
CCC(=O)Nc1cccc(NC(=S)NC(=O)c2ccccc2C)c1,-10,-4,-2,-0.6,9,-14,0,5
COCCNC(=O)C(C)Oc1ccc(Cl)cc1Cl (stereo unspecified),-5,-6,-10,0.8,19,-4,0,5
Cc1ccc(C)c(S(=O)(=O)N2CCN(C(=O)c3ccccn3)CC2)c1,-1,4,-15,-1.6,9,0,0,2
COCCSc1nnc(NC(=O)CS(=O)(=O)c2ccccc2)s1,3,8,-33,1.1,2,-21,2,0
CC(C)CCC1(C)NC(=O)N(CC(=O)c2ccc[nH]2)C1=O (stereo unspecified),9,-1,3,0.6,-18,-3,-2,-7
C=CCC1(NC(C)c2ccccc2)CCCCC1 (stereo unspecified),-7,5,-1,0.3,20,17,-3,9
COc1cc(/C=C/C(=O)OCC(=O)Nc2ccc3c(c2)OCCO3)ccc1OCC#N,-2,-7,-5,0.4,-50,-6,0,-10
Cn1nc(C(=O)NNC(=O)COc2ccccc2)c2ccccc2c1=O,-14,1,17,0.6,11,-10,0,15
O=C(O)CCC(=O)Nc1ccc(OCC2CCCO2)cc1 (stereo unspecified),-2,-5,-10,0.1,-1,-6,-2,0
Cc1cc(C)n(CCC(=O)N/N=C/c2ccc(O)cc2O)n1,-42,-5,-18,0.8,-5,-2,0,-3
CCCc1ccc(Oc2coc3cc(OCC(=O)Nc4ccccc4C)ccc3c2=O)cc1,-6,0,8,3.3,22,3,-9,-7
COC(=O)c1[nH]c2ccc(C)cc2c1NS(=O)(=O)c1ccc(F)c(C)c1,5,-10,68*,-0.5,10,-11,-8,4
O=C(NCC1CCCO1)C(=O)NCC(c1ccco1)N1CCN(c2ccc(F)cc2)CC1 (stereo unspecified),-7,-8,-5,0.6,9,-8,3,-13
Cn1c(C(=O)O)c(CC(=O)Nc2ccc(F)cc2F)c2ccccc21,2,3,-22,-1.1,7,4,1,2
CC(=O)c1ccc(NC(=S)N2CCCCCC2)cc1,-7,-6,1,-1.9,-3,-4,-2,-12
Cc1cc(NC(=O)c2ccc(Cl)c(S(=O)(=O)N3CCCCC3)c2)no1,-5,-5,11,-0.8,6,-1,4,-6
CC(C)(C)NC(=O)COC(=O)/C=C/c1ccccc1[N+](=O)[O-],-4,4,12,0.1,25,1,-1,-15
CC(=O)c1c(O)cc(O)cc1CC(=O)O,-2,-2,8,4.2,6,-5,-1,-9
COC(Cc1n[nH]c(=S)n1-c1ccccc1)OC,-4,1,31,1.4,10,3,-3,-2
CCc1nc(-c2ccc(-c3ccc(OC)cc3)nc2OC)no1,2,-5,10,0.3,-355,-22,3,-9
CC1(c2ccc3ccccc3c2)NC(=O)N(CC(N)=O)C1=O (stereo unspecified),1,3,-14,1.0,28,8,2,6
C=CCOc1ccccc1/C=N/n1nnnc1N,2,-1,-9,1.1,-12,-20,3,-6
COc1cc([N+](=O)[O-])ccc1NC(=O)NN1CCN(C)CC1,-1,11,9,-0.3,18,-11,-1,-4
CC(C)CCN1CCN(C2CSCCSC2)CC1CCO (stereo unspecified),-8,0,-5,-0.8,14,2,-1,2
Cc1nn(-c2ccc(N3CCCCC3)nn2)c(C)c1CCC(=O)Nc1cc(F)ccc1F,-3,-2,-2,-0.2,-40,1,-3,-6
Cn1c(SCCS(=O)(=O)c2ccc(Cl)cc2)nnc1-c1ccccc1,-3,3,-4,-2.6,14,2,-2,3

# Screening results from PubChem.
